PAD4 inh – human PAD4 inhibitors, primary screen, biochemical, fluorescence polarization, 1536-well format. Protein-arginine deiminase type-4 (Homo sapiens), Q9UM07. inhibition, % at 6.36 µM. AID 485272, 2010. 0.41% of 330,000 active. recombinant PAD4, RCA probe fluorescence polarization;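 active = percent inhibition above a cutoff equal to the mean of all tested compounds plus 3 SD, cut at about 15% in these data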;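 also: 0% = PAD4 with RCA probe and DMSO and 100% = probe without PAD4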
GSTO1 counter – inhibitors of recombinant GSTO1, primary screen, counter-screen for RBBP9 inhibitor project, biochemical, fluorescence polarization | activity-based probe fluorescence polarization | inhibition, % at 5.96 µM | 1.1% of 300,000 active | AID 1974, 2009;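 active = inhibition above the campaign mean inhibition plus 3 SD, cut at about 35% in these data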;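 also: 0% = GSTO1-1 with DMSO and 100% = wells lacking GSTO1-1 enzyme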
Target sequence (P78417 whole entry, looked up): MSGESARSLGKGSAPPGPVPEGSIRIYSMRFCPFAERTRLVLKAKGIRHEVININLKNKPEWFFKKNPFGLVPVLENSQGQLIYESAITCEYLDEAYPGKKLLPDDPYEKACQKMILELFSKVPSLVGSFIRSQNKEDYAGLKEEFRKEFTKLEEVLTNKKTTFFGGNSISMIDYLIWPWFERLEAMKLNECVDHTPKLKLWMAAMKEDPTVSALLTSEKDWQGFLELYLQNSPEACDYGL
EBNA-1 inh – EBNA-1 DNA-binding inhibitors, primary screen, biochemical, fluorescence polarization; inhibition, % at 14.8 µM; 0.34% of 300,000 active; AID 1950, 2009; in the data active = inhibition above about 28%
PAFAH2 FP inh – PAFAH2 enzyme inhibitors, primary screen, biochemical, fluorescence polarization, human; Platelet-activating factor acetylhydrolase 2, cytoplasmic (Homo sapiens), Q99487; recombinant PAFAH2, FP-rhodamine activity probe; inhibition, % at 3.39 µM; 0.99% of 340,000 active; AID 492956, 2010;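 active = inhibition above the mean over all tested compounds plus 3 SD, cut at about 30% in these data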;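 also: inhibitors block probe labeling of enzyme so polarization drops; 0% = enzyme with DMSO and 100% = wells lacking PAFAH2 protein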
PAFAH1B3 inh – PAFAH1B3 enzyme inhibitors, primary screen, biochemical, fluorescence polarization, human | recombinant PAFAH1B3, FP-rhodamine probe | 0.28% of 340,000 active | inhibition, % at 3.39 µM | AID 492972, 2010;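 active = inhibition above the screen-wide average of all tested compounds plus 3 SD, cut at about 25% in these data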;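 also: 0% = enzyme with DMSO only and 100% = wells lacking PAFAH1B3 protein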
Target sequence (Q15102 whole entry, looked up): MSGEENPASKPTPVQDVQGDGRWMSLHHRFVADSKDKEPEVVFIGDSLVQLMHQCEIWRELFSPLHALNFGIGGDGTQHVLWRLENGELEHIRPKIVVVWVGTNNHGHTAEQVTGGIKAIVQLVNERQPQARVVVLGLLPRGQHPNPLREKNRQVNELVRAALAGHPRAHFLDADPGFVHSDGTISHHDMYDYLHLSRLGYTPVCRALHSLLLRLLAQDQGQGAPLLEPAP
PREPL inh – PREPL enzyme inhibitors, primary screen, biochemical, fluorescence polarization; Prolyl endopeptidase-like (Homo sapiens), Q4J6C6; recombinant PREPL, fluorescence polarization activity-based probe; inhibition, % at 5.96 µM; 0.68% of 320,000 active; in the data active = inhibition above about 43%;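 also: 0% = enzyme with DMSO and 100% = wells lacking enzyme; many of its hits are not listed in these tables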
LYPLA2 counter – LYPLA2 inhibitors, primary screen, counter-screen for PME1 inhibitor project, biochemical, fluorescence polarization, FP-Rh probe ABPP; Acyl-protein thioesterase 2 (Homo sapiens), O95372; recombinant LYPLA2; inhibition, % at 5.9 µM; 0.38% of 320,000 active; AID 2177, 2009;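 active = inhibition above the screen-wide mean plus 3 SD, limit set per campaign, cut at about 26% in these data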;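 also: 0% = LYPLA2 with DMSO and 100% = wells lacking LYPLA2 enzyme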
Target sequence (O95372 whole entry, looked up): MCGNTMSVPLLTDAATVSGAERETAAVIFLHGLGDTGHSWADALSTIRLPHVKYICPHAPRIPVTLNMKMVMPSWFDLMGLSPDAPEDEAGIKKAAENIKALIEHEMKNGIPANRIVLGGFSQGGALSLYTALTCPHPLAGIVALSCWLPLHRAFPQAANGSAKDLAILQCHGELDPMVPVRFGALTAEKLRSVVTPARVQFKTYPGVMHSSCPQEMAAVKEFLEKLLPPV
LYPLA1 counter – LYPLA1 inhibitors, primary screen, counter-screen for PME1 inhibitor project, biochemical, fluorescence polarization, FP-Rh probe ABPP; Acyl-protein thioesterase 1 (Homo sapiens), O75608; recombinant LYPLA1; inhibition, % at 5.9 µM; 0.16% of 320,000 active; AID 2174, 2009;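 active = inhibition above the mean of all tested compounds plus 3 SD, set per campaign, cut at about 14% in these data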;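 also: inhibitors block serine hydrolase probe labeling of LYPLA1 so polarization falls; 0% = enzyme with DMSO and 100% = wells lacking LYPLA1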
Target sequence (O75608 whole entry, looked up): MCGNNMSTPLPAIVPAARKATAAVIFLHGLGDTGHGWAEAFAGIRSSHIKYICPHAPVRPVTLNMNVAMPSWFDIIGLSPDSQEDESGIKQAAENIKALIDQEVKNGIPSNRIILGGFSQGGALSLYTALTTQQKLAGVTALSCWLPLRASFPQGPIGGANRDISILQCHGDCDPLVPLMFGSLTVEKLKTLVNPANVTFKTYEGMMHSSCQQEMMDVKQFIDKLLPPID
ZTA counter – blocks Epstein-Barr virus ZTA, an EBNA-1 counter-screen | P03206 | ZTA-DNA binding, fluorescence polarization | inhibition, % at 11 µM | 0.15% of 320,000 active; in the data active = inhibition above about 33%
An asterisk follows results filed as active; . = not tested or not shown.

SMILES	PAD4 inh	GSTO1 counter	EBNA-1 inh	PAFAH2 FP inh	PAFAH1B3 inh	PREPL inh	LYPLA2 counter	LYPLA1 counter	ZTA counter
O=C(O)c1[nH]c2ccccc2c1NS(=O)(=O)c1ccc(F)cc1	-3	-41	-13	3	-1	-8	-3	-1	-10
COc1cccc(NC(=O)c2nnn(CC(=O)Nc3cc(C)cc(C)c3)c2N)c1	-2	-6	-4	-3	2	-11	-5	-2	-3
Cc1nnc(SCC(=O)Nc2sccc2C(N)=O)n1Cc1ccccc1	-1	1	5	-4	-1	6	10	2	-23
CCCc1cc(=O)[nH]c(SCc2cccnc2)n1	-5	-3	3	5	6	3	-2	0	1
O=C1COc2ccc(C(=O)COC(=O)c3ccco3)cc2N1	3	1	0	2	-1	-4	15	2	12
O=Cc1ccc(-c2ccccc2C(=O)O)o1	-5	-5	-9	3	3	2	0	0	6
COc1ccc(C(O)(CCC(C)C)C(CN2CCOCC2)c2ccc(Cl)cc2)cc1 (stereo not drawn)	0	6	1	6	-1	23	-3	0	6
O=C(O)CNC(=S)NCc1ccccc1	-4	-4	-15	7	8	-10	3	-1	1
C=C(C)c1cccc(C(C)(C)NC(=O)Nc2nncs2)c1	-1	20	3	3	0	-30	0	-1	-8
OCCNCc1ccc(-c2ccccc2)cc1	-2	-3	-3	1	6	2	6	1	-18
COc1ccc(S(=O)(=O)N2CCOC2CNC(=O)C(=O)NCCc2ccccc2)cc1C (stereo not drawn)	0	5	5	7	1	3	3	1	9
CCOc1ccc(NC(=S)Nc2ccc(F)cc2)cc1	3	4	4	5	-3	-3	1	3	14
CCN(CC)S(=O)(=O)c1ccc(N(C)C)c(NC(=O)CSCc2c(C)noc2C)c1	-6	-4	-1	0	-3	13	0	-3	-1
CCc1nc2ccccc2c(C(=O)OCC(=O)C(C)(C)C)c1C	1	-8	-17	5	-5	0	-4	-3	-4
CCN(CC)S(=O)(=O)c1ccc(C(=O)NCC(c2ccc(OC)cc2)N2CCOCC2)cc1 (stereo not drawn)	0	-12	-2	5	1	2	3	5	3
COc1ccc(CCNS(=O)(=O)c2ccc3c(c2)CCN3C(=O)CCC(=O)O)cc1OC	-5	5	-16	-1	8	19	2	-1	-11
O=C(CC1Nc2ccccc2NC1=O)NCc1cccnc1 (stereo not drawn)	0	0	7	-2	9	-2	5	0	-2
CCOC(=O)c1sc(=NC(=O)c2ccc(C)c(C)c2)n(C)c1C	-3	5	5	3	8	-7	-6	-1	4
Cc1c(/C(O)=C2/C(=O)C(=O)N(CCN(C)C)C2c2ccc(C(C)C)cc2)cnn1-c1ccccc1 (stereo not drawn)	-3	6	-3	3	1	-2	0	-1	15
Cc1oc(-c2ccccc2F)nc1CS(=O)CC(=O)NC1CC1 (stereo not drawn)	-2	1	4	1	0	-1	1	-1	8
C=CCSc1ncnc2c1oc1nc3c(cc12)COC(C)(C)C3	2	-1	9	6	4	-3	1	-1	14
COc1ccc(CCNC(=O)NCCc2c[nH]c3ccccc23)cc1OC	-1	2	-3	5	6	3	-11	-1	0
CC(/C=N/NC(=O)c1nnn(-c2nonc2N)c1CN1CCCCC1)=C\c1ccccc1	-1	-7	-5	-6	3	15	3	0	8
CCN1C(=O)C(O)(CC(=O)c2ccc3c(c2)OCCO3)c2ccccc21 (stereo not drawn)	-4	4	5	-5	-1	-6	-2	0	7
COc1ccccc1C(=O)N/C(=C\c1ccc(Br)cc1)C(=O)N1CCCC1	-2	-3	10	.	.	-3	2	-1	0
Next results:
SMILES	PAD4 inh	GSTO1 counter	EBNA-1 inh	PAFAH2 FP inh	PAFAH1B3 inh	PREPL inh	LYPLA2 counter	LYPLA1 counter	ZTA counter
CC(=O)c1ccc(S(=O)(=O)Nc2ccc(C(=O)N(C)CC(=O)Nc3cccc(C)c3C)cc2)cc1	-1	.	.	3	3	4	4	0	-6
CCCc1nnc(SCC(=O)N2CCCC2)n1CC1CCCO1 (stereo not drawn)	1	3	6	-4	11	12	1	-1	-8
COc1cccc(OC)c1OCCNCC1COc2ccccc2O1 (stereo not drawn)	2	-2	-8	-24	5	16	3	2	-3
CC(=O)NC(CC(=O)c1ccc([N+](=O)[O-])cc1)C(Cl)(Cl)Cl (stereo not drawn)	-7	-3	-9	0	1	-1	-8	-4	-3
Nc1nc(NCCOCCO)nc(NCC2CCCO2)c1[N+](=O)[O-] (stereo not drawn)	-3	-8	9	5	1	-6	1	0	17
COc1ccc(-c2cc(C(F)(F)F)nc(N3CCOCC3)n2)cc1OC	-4	-9	0	12	3	-5	1	-2	-15
CCOC(=O)C1=C(CN2CCN(C(=O)OCC)CC2)NC(=O)NC1c1ccc2c(c1)OCO2 (stereo not drawn)	-9	1	-9	8	3	3	0	0	-7
COc1cc(CN(C)Cc2nc3cc(C(F)(F)F)ccc3c(=O)[nH]2)ccc1OC(F)F	5	-3	-1	-5	8	-2	-4	3	-9
CC(C)CCNC(=O)CCn1nc(-c2ccc(Cl)cc2)ccc1=O	4	3	-8	7	0	18	11	4	-9
COc1ccc(NC(=S)N2CCN(c3ccccn3)CC2)cc1OC	2	4	-16	7	2	12	6	1	5
CC1(C)CC(=O)C(C2=NC(C)(C)Cc3ccccc32)=C(O)C1	1	2	-13	1	0	14	5	2	-1
CCCn1c(SCC(=O)Nc2cccc(C)n2)nnc1C(C)C	-13	-6	-9	.	.	8	-4	-3	-9
Cn1c(-c2ccccc2)nc2cnccc21	-2	22	4	-2	3	-13	0	-1	2
COCc1ccc(C(=O)N2CCCC(N(C)CCc3ccc(OC)c(OC)c3)C2)s1 (stereo not drawn)	-4	0	14	-9	6	5	-2	-2	16
C=CCOC(=O)C1=C[C@H](C2CCCCC2)[C@@H](CCCO)[C@H](OCC)O1	-1	3	10	-1	8	17	15	6	1
COC(=O)c1cccc(NC2CC(=O)N(c3ccc(OC)c(OC)c3)C2=O)c1 (stereo not drawn)	-4	3	5	3	-3	8	3	0	-7
Nc1ccnn1Cc1ccncc1	-2	11	4	-1	2	7	-6	-3	15
COc1ccc(S(=O)(=O)N(C)c2ccc(C(=O)NCCC(C)C)cc2)cc1	2	7	7	-9	11	4	-8	-6	17
C/C(=N\OC(=O)c1ccc(Cl)c(Cl)c1)c1sc(C)nc1C	-2	5	0	5	6	35	4	-1	2
O=C(CSc1nnnn1-c1ccccc1)Nc1nsc(-c2ccccc2)n1	3	3	-9	3	-4	12	-2	-3	-4
O=C(c1cccc(Br)c1)c1conc1C(=O)c1ccco1	4	3	11	3	5	-38	0	0	-10
COc1ccccc1-c1nnc2sc(COc3ccc(Cl)cc3Cl)nn12	-3	-10	-1	0	6	13	5	-9	1
O=C(CCCc1nc2ccccc2s1)N1CCN(S(=O)(=O)c2cccs2)CC1	0	1	2	10	1	20	2	-1	8
COC(=O)c1ccc(CSc2nc3ccccc3s2)o1	-6	-5	-14	1	2	15	2	-2	-11
CCCCOc1cccc(C(=O)Nc2ccc(S(=O)(=O)Nc3cc(C)on3)cc2)c1	-6	-6	13	-6	5	-7	2	-4	9

Individual results from above:
COc1ccc(S(=O)(=O)N2CCOC2CNC(=O)C(=O)NCCc2ccccc2)cc1C (stereo not drawn) in LYPLA1 counter → 1
CC(=O)c1ccc(S(=O)(=O)Nc2ccc(C(=O)N(C)CC(=O)Nc3cccc(C)c3C)cc2)cc1 in PAD4 inh → -1
COc1ccc(C(O)(CCC(C)C)C(CN2CCOCC2)c2ccc(Cl)cc2)cc1 (stereo not drawn) in ZTA counter → 6

Later entries:
SMILES	PAD4 inh	GSTO1 counter	EBNA-1 inh	PAFAH2 FP inh	PAFAH1B3 inh	PREPL inh	LYPLA2 counter	LYPLA1 counter	ZTA counter
O=C(Nc1cccc2ccccc12)N1CCN(Cc2ccc3c(c2)OCO3)CC1	-3	-4	0	3	-7	5	1	-2	-5
CCOC(=O)CC(NC(=O)c1ccccc1F)c1ccc(C)cc1 (stereo not drawn)	-5	2	-9	0	-1	-2	-2	-1	4
Cc1c(C(O)CN2CCC(C(N)=O)CC2)c2ccccc2n1C (stereo not drawn)	-3	8	-6	-5	-2	11	13	5	-22
CN(CC(=O)Nc1ccc(F)cc1)C(=O)COC(=O)c1ccccc1	2	1	-5	0	2	2	6	3	-21
O=C(COC(=O)CCc1ccc(S(=O)(=O)N2CCOCC2)cc1)NCc1ccccc1	-7	15	-1	3	5	16	4	0	1
CC(C)(C)NC(=O)C1CCN(C(=O)c2ccco2)CC1	-6	2	0	-9	6	-3	0	2	4
Cn1c(CSCc2ccc(Cl)c(Cl)c2)nnc1SCC(=O)Nc1nccs1	-1	9	-6	1	7	-16	-1	3	-2
O=C(CCN1C(=O)C2C3C=CC(C3)C2C1=O)NC1CCCCC1 (stereo not drawn)	4	1	7	1	2	5	1	3	13
CC1Cc2ccccc2N1S(=O)(=O)c1cccc(C(=O)Nc2cccnc2)c1 (stereo not drawn)	-3	2	-1	5	8	-15	-6	-9	-18
Cc1ccc(-c2nc3ccccc3s2)cc1NC(=O)c1cc(-n2cnnc2)ccc1Cl	-6	-12	-7	-6	1	8	0	-3	5

An excerpt of these results, with two lines to a compound:
The line under a structure holds: PAD4 inh	GSTO1 counter	EBNA-1 inh	PAFAH2 FP inh	PAFAH1B3 inh	PREPL inh	LYPLA2 counter	LYPLA1 counter	ZTA counter
O=C(Nc1cccc2ccccc12)N1CCN(Cc2ccc3c(c2)OCO3)CC1
    -3	-4	0	3	-7	5	1	-2	-5
Cc1c(C(O)CN2CCC(C(N)=O)CC2)c2ccccc2n1C (stereo not drawn)
    -3	8	-6	-5	-2	11	13	5	-22
CN(CC(=O)Nc1ccc(F)cc1)C(=O)COC(=O)c1ccccc1
    2	1	-5	0	2	2	6	3	-21
O=C(COC(=O)CCc1ccc(S(=O)(=O)N2CCOCC2)cc1)NCc1ccccc1
    -7	15	-1	3	5	16	4	0	1
Cc1ccc(-c2nc3ccccc3s2)cc1NC(=O)c1cc(-n2cnnc2)ccc1Cl
    -6	-12	-7	-6	1	8	0	-3	5
CCOC(=O)CC(NC(=O)c1ccccc1F)c1ccc(C)cc1 (stereo not drawn)
    -5	2	-9	0	-1	-2	-2	-1	4
CC(C)(C)NC(=O)C1CCN(C(=O)c2ccco2)CC1
    -6	2	0	-9	6	-3	0	2	4

Screening results from PubChem.

Not all compounds are listed; count on the stated rates, not on these rows.
